High-throughput results deposited in PubChem by several laboratories.
HTRA1 inh – HTRA1 (human) protease inhibition. recombinant HTRA1, FP-rhodamine activity-based probe, fluorescence polarization. inhibition, % at 5.96 µM. Q92743. AID 504803. hit rate 0.5% among 340,000; in the data active = inhibition above about 36%;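 also: 0% = enzyme with DMSO and 100% = wells lacking enzyme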
rCAG binder – r(CAG) repeat RNA binding. inhibition, % at 3 µM. AID 651821. TO-PRO-1 dye displacement fluorescence. hit rate 1.3% among 370,000;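 active = inhibition above the plate cutoff, the mean of all test compounds on that plate plus 3 SD, cut at about 35% in these data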;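 also: 0% = DMSO alone and 100% = 100 µM mitoxantrone as full dye displacement; higher means more dye released from RNA so lower well fluorescence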
ASAP1 GAP inh – inhibitors of human ASAP1 ArfGAP activity. Q9ULH1. hit rate 0.19% among 360,000. inhibition, % at 16.5 µM. AID 624377. ASAP1-stimulated ARF1 GTP hydrolysis, GDP FP detection; in the data active = inhibition above about 25%;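 also: 0% = vehicle with enzyme and substrate and 100% = no enzyme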
NPR2 activator – GC-B (human) receptor activation | P20594 | HEK293-GC-B cells, CNP EC30, cGMP TR-FRET; 0% at EC30 CNP, 100% saturating CNP | activation, % at 10 µM | hit rate 0.11% among 370,000;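 active = activation at 10 µM reaching about 35% in either raw or pattern-adjusted values, limit read from the data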
Target sequence (P20594 whole entry, looked up): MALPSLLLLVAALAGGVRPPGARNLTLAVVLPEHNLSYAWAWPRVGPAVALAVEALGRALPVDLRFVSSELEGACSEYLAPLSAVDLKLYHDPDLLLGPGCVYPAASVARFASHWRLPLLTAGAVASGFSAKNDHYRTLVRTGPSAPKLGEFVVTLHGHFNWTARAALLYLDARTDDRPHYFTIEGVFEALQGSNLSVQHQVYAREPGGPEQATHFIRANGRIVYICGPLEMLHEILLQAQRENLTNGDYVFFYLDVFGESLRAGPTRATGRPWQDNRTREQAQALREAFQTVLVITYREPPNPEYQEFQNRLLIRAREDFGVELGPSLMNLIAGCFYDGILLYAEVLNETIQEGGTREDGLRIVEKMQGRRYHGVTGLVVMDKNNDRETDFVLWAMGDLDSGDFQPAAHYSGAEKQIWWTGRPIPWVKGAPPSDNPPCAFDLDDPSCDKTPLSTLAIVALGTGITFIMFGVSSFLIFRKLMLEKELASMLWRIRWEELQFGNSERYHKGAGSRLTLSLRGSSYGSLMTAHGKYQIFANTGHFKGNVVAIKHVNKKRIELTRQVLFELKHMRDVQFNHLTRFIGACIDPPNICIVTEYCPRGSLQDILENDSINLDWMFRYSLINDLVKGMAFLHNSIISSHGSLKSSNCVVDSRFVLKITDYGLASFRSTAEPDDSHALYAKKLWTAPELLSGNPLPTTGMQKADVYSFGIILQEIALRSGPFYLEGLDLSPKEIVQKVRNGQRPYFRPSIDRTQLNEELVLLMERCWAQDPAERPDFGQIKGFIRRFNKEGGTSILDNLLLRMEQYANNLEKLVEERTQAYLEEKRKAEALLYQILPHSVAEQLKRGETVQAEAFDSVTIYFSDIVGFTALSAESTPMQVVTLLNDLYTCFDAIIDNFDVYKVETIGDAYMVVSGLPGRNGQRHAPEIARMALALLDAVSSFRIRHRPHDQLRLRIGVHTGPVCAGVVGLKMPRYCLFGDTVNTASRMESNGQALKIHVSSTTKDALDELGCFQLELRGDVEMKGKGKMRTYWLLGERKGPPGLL
PG9 binder – small molecules binding HIV-1 gp120 antibody PG9; TR-FRET gp120-PG9 antibody binding; inhibition, % at 6.7 µM; hit rate 0.43% among 360,000; AID 624416; in the data active = inhibition above about 8.5%
mABHD4 FP – inhibitors of mouse ABHD4; Q8VD66; hit rate 0.54% among 370,000; inhibition, % at 8.92 µM; purified mABHD4, FP-Rh probe fluorescence polarization;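 active = inhibition exceeding the mean over every tested compound plus 3 SD, cut at about 30% in these data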;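 also: 0% = plate median of compound wells and 100% = S159A mutant with DMSO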
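Doses – 8.92 µM, single dose · Material – wild-type mouse ABHD4 protein · Replication – single well per compound (singlicate) · Measure – percent inhibition of probe binding, normalized to plate controls · Schedule – 45 min compound pre-incubation plus 60 min probe step, 25 °C · Detection – fluorescence polarization with parallel and perpendicular emission, 525/598 nm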
SMARCA2 activ – increases SMARCA2 function in MMTV reporter cells. MG213 cells, MMTV-luciferase reporter, dexamethasone, overnight. activation, % at 9.1 µM. hit rate 1% among 370,000; in the data active = activation above about 7.8%;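 also: 0% = vehicle wells and 100% = reference activator wells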
NR1D1 modulator – Rev-erb alpha (human) modulation. P20393. Rev-erbα–FITC-DNA binding, fluorescence polarization, 90 min. activity, % at 10 µM. hit rate 0.79% among 370,000;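 active = activity above about 14%, limit read from the data; passing the limit was not always enough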;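 also: 0% = DMSO wells with 35 nM protein and 100% = DMSO wells with 750 nM protein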
ARFGAP1 inh – inhibits rat ARF GTPase activating protein 1; Q62848; Arfgap1-stimulated ARF1 GTP hydrolysis, GDP FP detection; hit rate 0.26% among 360,000; inhibition, % at 16.5 µM; AID 651572;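 active = inhibition above a per-plate limit, mean inhibition of low control wells plus 3 SD, cut at about 25% in these data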;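 also: 0% = DMSO wells with enzyme and 100% = wells lacking Arfgap1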
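Replicates: Single well per compound | Assay system: Truncated rat Arfgap1 GAP domain | Control set: No-Arfgap1 wells (100%) versus DMSO full-reaction wells (0%) | Times: Enzyme reaction 120 min at 25 °C after 20 min preincubation | Reagent: Human ARF1(Δ1-17)-GTP substrate | Measured by: Tracer-displacement fluorescence polarization with EDTA stop, 620/688 nm | Measure: Percent inhibition of Arfgap1-stimulated GTP hydrolysis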
GC-A act – GC-A (human) enzyme activation; P16066; HEK293 GC-A cells, cGMP TR-FRET, EC30 ANP; 0% at EC30 ANP, 100% saturating ANP; activation, % at 10 µM; hit rate 0.14% among 370,000; in the data active = activation above about 40%
Starred values were filed as active, the others as inactive; nt = no result given.

Structure	HTRA1 inh	rCAG binder	ASAP1 GAP inh	NPR2 activator	PG9 binder	mABHD4 FP	SMARCA2 activ	NR1D1 modulator	ARFGAP1 inh	GC-A act
COC(=O)Cn1nc(-c2ccccc2)c2cccc(C(F)(F)F)c21	nt	nt	nt	-3	nt	-8	nt	0	nt	-4
COc1cccc(N2CCN(c3nc(C)cc(C)c3C#N)CC2)c1	-4	-7	9	-1	-1.3	-2	0	-2	-1	-5
N#Cc1cc(N)ccc1-n1cccc1	1	0	-3	1	-0.3	3	-1	1	5	-2
CCOc1ccc(OCC(=O)NCCS(=O)(=O)N2CCN(c3ccccc3)CC2)cc1	3	0	-2	1	0.8	-4	-5	8	-6	-1
COc1ccc(C2NCCc3cc(OC)c(OC)cc32)cc1OC (centres undefined)	4	1	2	7	-2.3	-4	5	4	-3	0
COc1ccc(OC)c(S(=O)(=O)N2CCCC(C)C2)c1 (centres undefined)	7	5	-10	0	-0.4	-5	6	-2	-2	-3
C=C1C(C(C)C)N(C)C2=NC(c3ccccc3)CC(=O)N12 (centres undefined)	nt	nt	nt	-7	nt	-4	nt	1	nt	4
C=CCSc1nc2c(sc3nc(C)cc(C)c32)c(=O)[nH]1	3	11	-4	-2	0.4	-3	-2	3	6	0
Cc1ccc2nc(-c3ccc(NS(=O)(=O)c4ccc(F)cc4)cc3)sc2c1	-83	48*	7	-6	-1.2	-92	4	2	12	4
CCC(C)NCCOc1ccc(Br)cc1 (centres undefined)	1	-1	-6	-9	2.4	13	-3	0	0	-1
NC(=O)c1ccc[n+](Cc2ccc(-c3ccccc3)cc2)c1	8	3	-4	2	1.8	1	-3	0	-4	0
O=C(Nc1cccnc1)C1OCCc2ccccc21 (centres undefined)	-5	2	1	2	-0.1	1	0	3	-6	-1
c1ccc(-c2noc(CSc3nnc(Cc4cccs4)n3-c3ccccc3)n2)cc1	-20	2	-9	-22	2.1	-9	-5	2	-5	-19
Cc1ccc(NC(=O)CN(C)C(=O)Cn2nnc(-c3ccccc3)n2)cc1	4	0	-1	-2	0.3	0	-1	0	-4	6
CCn1nc(C)cc1C(=O)N1CCCC(C(=O)c2cccc(OC)c2)C1 (centres undefined)	1	-5	-2	-3	1.2	8	-2	-3	4	0
CCOc1ccc2nc(N3CCCC(C(=O)NCC4CCCO4)C3)sc2c1 (centres undefined)	4	-4	1	1	-0.9	1	0	-2	5	1
CCN(CC)C(=O)C1=C(C)N(Cc2ccccc2)C(=O)C(CC(=O)NCC2CCCCC2)C1 (centres undefined)	7	-2	-7	5	0.1	3	1	-4	-13	1
Cc1cc(-c2onc(C)c2C(=O)O)no1	4	1	1	0	0.8	1	-1	-6	10	3
COc1cccc(CN2CCNC(=O)C2CC(=O)NC2CCCCC2)c1OC (centres undefined)	2	-1	5	2	0.0	6	-1	-7	5	1
Cc1ccc(NC(=O)NC(=O)CN2CCN(c3ccc(O)cc3)CC2)c(C)c1	15	11	3	3	1.6	21	-5	3	10	0
Cc1ccccc1CSc1nnc(-c2cnccn2)n1C	nt	-5	18	1	-1.2	0	0	-1	13	3
NC(N)=NS(=O)(=O)c1ccc(NC(=S)NC(=O)c2sc3ccccc3c2Cl)cc1	-24	25	-9	3	3.6	-12	-3	3	13	-5
O=c1[nH]cc(O)c(=O)[nH]1	-3	-3	-5	1	-0.1	0	-1	1	12	5
CCN(CC)S(=O)(=O)c1cc(C(=O)Nc2ccccc2[N+](=O)[O-])ccc1Cl	-13	1	10	-2	-1.1	5	-1	6	-9	-2
CC(C)OCCOc1ccc2oc(-c3ccco3)cc(=O)c2c1	8	9	-4	5	-0.6	1	0	-7	-2	1

For convenience, twelve of the compounds above.
Structure	HTRA1 inh	rCAG binder	ASAP1 GAP inh	NPR2 activator	PG9 binder	mABHD4 FP	SMARCA2 activ	NR1D1 modulator	ARFGAP1 inh	GC-A act
COc1ccc(OC)c(S(=O)(=O)N2CCCC(C)C2)c1 (centres undefined)	7	5	-10	0	-0.4	-5	6	-2	-2	-3
C=C1C(C(C)C)N(C)C2=NC(c3ccccc3)CC(=O)N12 (centres undefined)	nt	nt	nt	-7	nt	-4	nt	1	nt	4
C=CCSc1nc2c(sc3nc(C)cc(C)c32)c(=O)[nH]1	3	11	-4	-2	0.4	-3	-2	3	6	0
Cc1ccc2nc(-c3ccc(NS(=O)(=O)c4ccc(F)cc4)cc3)sc2c1	-83	48*	7	-6	-1.2	-92	4	2	12	4
CCC(C)NCCOc1ccc(Br)cc1 (centres undefined)	1	-1	-6	-9	2.4	13	-3	0	0	-1
NC(=O)c1ccc[n+](Cc2ccc(-c3ccccc3)cc2)c1	8	3	-4	2	1.8	1	-3	0	-4	0
O=C(Nc1cccnc1)C1OCCc2ccccc21 (centres undefined)	-5	2	1	2	-0.1	1	0	3	-6	-1
c1ccc(-c2noc(CSc3nnc(Cc4cccs4)n3-c3ccccc3)n2)cc1	-20	2	-9	-22	2.1	-9	-5	2	-5	-19
Cc1ccc(NC(=O)CN(C)C(=O)Cn2nnc(-c3ccccc3)n2)cc1	4	0	-1	-2	0.3	0	-1	0	-4	6
CCn1nc(C)cc1C(=O)N1CCCC(C(=O)c2cccc(OC)c2)C1 (centres undefined)	1	-5	-2	-3	1.2	8	-2	-3	4	0
CCOc1ccc2nc(N3CCCC(C(=O)NCC4CCCO4)C3)sc2c1 (centres undefined)	4	-4	1	1	-0.9	1	0	-2	5	1
CCN(CC)C(=O)C1=C(C)N(Cc2ccccc2)C(=O)C(CC(=O)NCC2CCCCC2)C1 (centres undefined)	7	-2	-7	5	0.1	3	1	-4	-13	1

(list continues)
Structure	HTRA1 inh	rCAG binder	ASAP1 GAP inh	NPR2 activator	PG9 binder	mABHD4 FP	SMARCA2 activ	NR1D1 modulator	ARFGAP1 inh	GC-A act
CCCCCCSc1ccc([C@H]2N[C@@](Cc3ccccc3)(C(=O)OC)[C@H]3C(=O)N(CC)C(=O)[C@@H]23)cc1	-1	0	0	-4	0.6	9	-1	1	-2	-1
Cc1ccccc1NS(=O)(=O)c1cc(C(=O)N2CCCC2)ccc1C	-2	4	-7	2	-0.6	6	0	-7	-1	5
CCOC(=O)c1sc(=S)n(C)c1NC(=O)c1ccc(OC)cc1	4	1	6	0	-0.2	-2	-1	-3	11	13
Cc1ccc(S(=O)(=O)N2CCN(Cc3nc4ccccc4n3C)CC2)cc1	1	-3	17	0	0.9	-4	-1	-1	13	-1
Cc1cc(NC(=O)OC(C)(C)C)c(-n2nnnc2C(C(=O)c2ccc3c(c2)OCO3)N2CCN(c3ccccn3)CC2)cc1C (centres undefined)	nt	10	10	-1	-0.7	4	0	3	-4	-4
Cc1ccc(NS(=O)(=O)c2ccc(OCC(N)=O)cc2)cc1	-9	0	-4	2	-1.0	0	-1	-5	5	5
Cc1cc(NC(=O)CCN2C(=O)/C(=C\c3ccccc3Cl)SC2=S)no1	-10	5	0	2	-1.9	-2	0	9	7	-4
COc1ccc(/C(=C/c2ccc(OC(F)F)c(OC)c2)C(=O)O)cc1OC	-2	1	5	0	-1.2	2	-1	-6	-12	1
CCOC(=O)c1cn(-c2ccccc2)nc1-c1ccncc1	-10	-6	-5	2	-0.1	3	-1	-2	2	-4
C/C(=N\NC(=O)CCC(=O)Nc1ccc(C)c(C)c1)C1CC1	-5	-2	-12	-5	1.4	3	-2	-1	-2	2
Cc1nn(C)cc1/C=N/NC(=S)Nc1ccc(Cl)cc1Cl	2	5	3	0	-0.3	1	-1	-17	2	8
COc1ccc(OC)c(C2C(C(=O)Nc3cccnc3)=C(C)NC3=C2C(=O)CCC3)c1 (centres undefined)	0	3	-4	-26	1.1	0	-4	4	8	-30
CCN(Cc1cc2ccccc2[nH]c1=O)C(=O)C1CCCCC1	0	-6	-9	1	1.2	-5	1	6	-1	1
Cc1ccccc1NC1=NC(=S)N(c2ccccc2)C12CCCCC2	-6	3	6	-1	-1.3	-8	-4	2	6	-6
CC1CCCCC1NC(=O)COC(=O)c1c2c(nc3ccccc13)/C(=C/c1ccco1)CC2 (centres undefined)	81*	53*	-1	-4	1.7	38*	-3	-29	2	-20
O=S1(=O)CC(N2CCN(CCO)CC2)CN1C1CCCC1 (centres undefined)	nt	2	3	8	-0.2	8	-4	3	11	4
CCOc1ccc(N2C(=O)CC(N(CCc3ccccc3)C(=O)/C=C/C(=O)O)C2=O)cc1 (centres undefined)	nt	3	2	-3	-0.8	-5	-3	-1	-3	-1
O=C(Nc1ccc2oc(-c3cccnc3)nc2c1)c1ccc([N+](=O)[O-])o1	1	-1	10	-8	-0.5	0	6	-13	8	3
Cn1cccc1C(=O)NCCc1ccccc1	-3	1	-10	-2	0.2	-4	6	8	-6	4
Cc1cc(NC(=O)CSc2nc3ccccc3c(=O)n2CCCC(=O)NCc2ccco2)n[nH]1	-5	-5	7	-7	-1.3	-10	2	0	14	0
CCNC(=S)NNC(=O)c1cc(-c2ccc(OCC)cc2)nc2ccccc12	-9	43*	-5	8	1.3	-8	7	-2	5	5
COc1ccc(NC(=O)C[C@H]2C(=O)N(c3ccccc3)C[C@@H]2Cc2ccccc2)cc1	-13	1	3	-5	-1.8	-8	-3	10	-1	2
O=C1NC(=O)C(c2ccccc2)N1 (centres undefined)	3	1	5	1	-1.4	0	-2	-4	-9	-3
CCC(C)(C)NC(=O)CN(C(=O)C(=O)Nc1ccc2c(c1)OCCO2)C(C)(C)CC	-8	-8	-6	1	1.8	1	-6	-5	-5	-2
Cc1cc(C)c(C)c(OCC(=O)NCC2CCCO2)c1 (centres undefined)	-3	-3	2	5	-0.1	-6	-1	0	-9	0
COC(=O)c1c(NC(=O)CN2C(=O)C(=O)N(C(C)C)C2=O)sc(C)c1C	-1	8	2	-4	-2.2	0	-2	-4	-6	-2
Cc1ccc(-n2c(=O)c3ccccc3n(CC(=O)NCc3ccco3)c2=O)cc1	0	3	-9	3	0.0	-2	-1	3	-7	1
O=C(O)COCC(=O)NCc1csc2ccccc12	13	0	12	-1	-1.6	5	-1	3	5	1
COc1ccccc1NNC(=O)C(O)(c1ccccc1OC)c1ccccc1OC	4	-3	9	2	-1.7	-2	-1	5	-14	0
O=C(NCCNC(=O)c1cccc(O)c1)c1cccc(O)c1	6	0	-1	2	1.0	-4	0	-2	1	0
Cc1cccc(N2C(=O)CC(Sc3nc(-c4ccccc4)c4cc(Cl)ccc4n3)C2=O)c1 (centres undefined)	-8	8	14	-6	2.8	3	0	20*	4	-5
CC(C)c1ccc(OCC(=O)NC2=NCCS2)cc1	-3	-3	7	4	2.0	2	5	0	8	5

The order is random (roughly 4.4% active in at least one column).
